TcdB GH inh: TcdB glycohydrolase inhibition; P18177; TcdB glycohydrolase enzymatic assay, plate reader; inhibition, % at 9.99 µM; 350,000 tested, 0.24% active; AID 652162; in the data active = inhibition above about 10%
DUSP3 inh: inhibitors of human VHR1 phosphatase (DUSP3); P51452; recombinant VHR phosphatase, pNPP absorbance; inhibition, % at 13.3 µM; 290,000 tested, 0.52% active; AID 1654; in the data active = inhibition above about 50%; also: some compounds called inactive have numbers as strong as hits
Target sequence (P51452 whole entry, looked up): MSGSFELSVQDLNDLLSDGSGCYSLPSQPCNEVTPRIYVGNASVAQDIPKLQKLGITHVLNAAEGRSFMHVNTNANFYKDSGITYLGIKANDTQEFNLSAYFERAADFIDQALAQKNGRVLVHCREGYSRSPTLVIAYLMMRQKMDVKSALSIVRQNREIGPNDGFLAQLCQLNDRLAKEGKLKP
Anthrax LF inh2: blocks Bacillus anthracis lethal factor protease; P15917; multiplex microsphere protease cleavage assay, LF; inhibition, % at 10 µM; 360,000 tested, 0.12% active; AID 588501; in the data active = inhibition above about 30%; also: plate controls were buffer without enzyme for full effect and enzyme alone for no effect
3CLpro inhibitor: SARS-CoV 3CLpro protease inhibition. P0C6X7. recombinant SARS-CoV 3CLpro, quenched FRET peptide cleavage. inhibition, % at 6 µM. 290,000 tested, 0.14% active. AID 1706; in the data active = inhibition above about 12%
PfHsp40 rescue: compounds rescuing yeast from Plasmodium falciparum HSP40 toxicity. S. cerevisiae expressing PfHsp40, growth rescue, ATP luminescence. growth rescue, % at 12.5 µM. 340,000 tested, 0.68% active. AID 504582; in the data active = growth rescue above about 28%, passing the limit was not always enough;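 also: yeast W303a lacking pdr1 and pdr3 grown in galactose medium; growth measured after three days at 30 °C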
BH1578 lux ind: quorum light induction in luxS cqsA deficient V. cholerae | AID 588436 | V. cholerae BH1578 lux reporter, luminescence, 6 h | activation, % at 18.7 µM | 350,000 tested, 0.16% active; in the data active = activation mostly above about 9.7%, no sharp cut-off; also: not every result past the cut was called active; inactives centre near 0; reference of the scale not given here
SSB-PriA inh: blocks PriA binding to SSB C-terminal tail. 430,000 tested, 0.6% active. AlphaScreen SSBct-PriA binding, biotinylated peptide. inhibition, % at 33 µM. AID 1272365; in the data active = inhibition mostly above about 37%, no sharp cut-off; inactive = mostly below about 20%;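 also: plate controls were negative control peptide for no effect and reference peptide for full effect; strong numbers were not always called active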
Yp Topo-I inh: blocks Yersinia pestis topoisomerase I activity | Y. pestis Topo-I cleavage product accumulation, plate reader | activity, % at 10 µM | 360,000 tested, 0.064% active | AID 504884; in the data active = activity above about 50%, passing the limit was not always enough; also: inactives centre near 2
Rv3671c protease: inhibitors of M. tuberculosis serine protease Rv3671c; 320,000 tested, 0.048% active; inhibition, % at 5.96 µM; in the data active = inhibition above about 38%;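 also: extracellular domain of Rv3671c used as enzyme; 0% = enzyme with DMSO and 100% = no enzyme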
Target sequence (P9WHR9 whole entry, looked up, the tested form may be a part): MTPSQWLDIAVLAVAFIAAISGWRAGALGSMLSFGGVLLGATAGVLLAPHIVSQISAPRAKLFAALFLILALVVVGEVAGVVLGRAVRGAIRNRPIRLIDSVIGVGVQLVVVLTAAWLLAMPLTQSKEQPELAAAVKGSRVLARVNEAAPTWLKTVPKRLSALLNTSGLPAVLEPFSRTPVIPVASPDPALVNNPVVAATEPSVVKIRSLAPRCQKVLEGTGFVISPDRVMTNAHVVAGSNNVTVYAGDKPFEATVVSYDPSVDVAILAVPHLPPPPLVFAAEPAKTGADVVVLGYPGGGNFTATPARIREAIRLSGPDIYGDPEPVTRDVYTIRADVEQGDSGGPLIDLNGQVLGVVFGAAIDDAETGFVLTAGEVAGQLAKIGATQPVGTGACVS
MazF activator: MazEF (E. coli) toxin RNase activation; 350,000 tested, 0.32% active; activation, % at 20 µM; FAM/BHQ RNA-DNA oligo cleavage fluorescence, 5 h; in the data active = activation above about 50%
Target sequence (P0AE70 whole entry, looked up): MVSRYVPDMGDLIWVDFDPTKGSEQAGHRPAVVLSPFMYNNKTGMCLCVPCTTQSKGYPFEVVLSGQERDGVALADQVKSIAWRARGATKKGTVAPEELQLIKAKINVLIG
Starred values were filed as active, the others as inactive; i = inactive; nt = no result given. Some of the compounds tested. The share of hits here may be higher or lower than overall.

SMILES	TcdB GH inh	DUSP3 inh	Anthrax LF inh2	3CLpro inhibitor	PfHsp40 rescue	BH1578 lux ind	SSB-PriA inh	Yp Topo-I inh	Rv3671c protease	MazF activator
COC(=O)[C@]1(Cc2ccccc2)N[C@H](c2ccc(-c3ccccc3)cc2)[C@@H]2C(=O)N(C)C(=O)[C@@H]21	-0.2	nt	-1	nt	2.4	-3.7	8	2	4	0
CN(C)c1ccc(/C=N/NC(=O)C2CC2c2ccccc2)cc1 (stereo unspecified)	0.1	-5	-11	3	0.8	-0.2	nt	3	5	0
COc1ccc(S(=O)(=O)N2CCCCC2)cc1NC(=O)CNc1ccccc1C(C)=O	-0.1	nt	0	nt	0.1	3.7	-6	23	-9	5
CN(C)c1ccc(NC(=O)COC(=O)c2cc(=O)c3ccccc3o2)cc1	0.2	-2	-9	7	-0.4	3.4	3	2	1	0
O=c1c(Cc2c(F)cccc2Cl)c(O)ccn1CC1CCCO1 (stereo unspecified)	0.7	28	0	-3	-1.2	-0.3	-22	4	5	0
CCOC(=O)c1cc(CN2CCOCC2)oc1-c1ccccc1	nt	25	-3	-1	1.9	-2.0	-2	-11	-2	12
COc1ccc(NC(=O)CSc2nc3ccccc3nc2N2CCCC2)cc1Cl	0.4	21	15	-3	0.2	-0.2	1	9	-30	-3
Cn1c(=O)n(CC(=O)Nc2cccnc2)c2ccccc21	nt	nt	-3	2	-0.6	-0.1	-8	0	-9	-3
O=C(CCc1nc2ccccc2[nH]c1=O)N/N=C/c1ccccc1	-0.4	-4	8	1	-1.2	0.3	nt	3	4	5
COCc1cc(=O)n2[nH]c(-c3cccs3)cc2n1	2.7	24	1	1	-0.7	-0.5	-7	-1	-2	-1
O=C(O)c1ccc(N/N=C/C(Br)=C/c2ccccc2)cc1	-1.8	1	6	4	183*	0.2	i	-12	1	61*
CC1CCCCC1NC(=O)COC(=O)C12CC3CC(CC(Cl)(C3)C1)C2 (stereo unspecified)	1.1	15	-4	2	0.4	-1.6	-9	5	-2	1
C#CCOCCOCCOCCNc1nc(N2CCN(C(=O)CCCCCCCCCCNC(=O)[C@H]([C@@H](C)CC)n3cc(CCCCCN)nn3)CC2)nc(N2CCN(C(=O)CCCCCCCCCCNC(=O)[C@H](CO)n3cc(CCCCCN)nn3)CC2)n1	nt	nt	-7	nt	-0.8	i	14	6	-6	-34
CCC(Sc1ncccc1C(=O)OC(C)C)C(=O)NCc1ccco1 (stereo unspecified)	nt	21	0	-2	1.6	i	4	8	-2	2
O=C(Cc1cccc(NC(=O)C2CCCN(C(=O)C3CCCCC3)C2)c1)Nc1cccc(C(=O)N2CCCCC2)c1 (stereo unspecified)	0.8	nt	2	nt	0.8	-1.4	-6	17	nt	0
CN(C)c1nc(N)ncc1-c1ccc(Oc2ccccc2)cc1	0.4	2	10	-2	1.6	53*	8	8	1	-4
O=C(NCCNCc1ccccc1)c1ccco1	-0.8	nt	-13	nt	1.3	i	-8	10	nt	7
C=CCNC(=O)CC(=O)N/N=C/c1cccs1	1.8	10	-1	2	1.4	-0.3	nt	-7	-2	-22
O=C(NC(=S)N1CCN(C/C=C/c2ccccc2)CC1)c1ccco1	-1.5	15	-1	0	-1.5	i	-4	7	6	9
OC[C@@H]1CN(Cc2ccc3c(c2)OCO3)C[C@H](n2cnc3c(NC4CCCC4)ncnc32)O1	1.3	nt	7	nt	nt	-9.1	nt	1	nt	nt
C=CCN(CC(=O)NCc1ccc(F)cc1)C(=O)c1csnn1	nt	12	3	0	0.1	0.4	-4	5	-6	-7
Cn1cnc(C(=O)N2CCN(c3ccccc3)CC2)c1C(=O)N1CCN(c2ccccc2)CC1	1.5	nt	-4	nt	-1.4	-0.3	5	11	0	-3
O=C(c1ccco1)N1CCN(C2CCCC2)CC1	nt	7	-1	-1	1.1	i	-6	-1	0	1
O=C1CCC(=O)N1c1ccc(NCc2ccccc2Cl)c([N+](=O)[O-])c1	nt	-2	0	5	1.6	-3.8	-18	5	0	1

Reprinted at random: 2 records from the list.
SMILES	TcdB GH inh	DUSP3 inh	Anthrax LF inh2	3CLpro inhibitor	PfHsp40 rescue	BH1578 lux ind	SSB-PriA inh	Yp Topo-I inh	Rv3671c protease	MazF activator
C#CCOCCOCCOCCNc1nc(N2CCN(C(=O)CCCCCCCCCCNC(=O)[C@H]([C@@H](C)CC)n3cc(CCCCCN)nn3)CC2)nc(N2CCN(C(=O)CCCCCCCCCCNC(=O)[C@H](CO)n3cc(CCCCCN)nn3)CC2)n1	nt	nt	-7	nt	-0.8	i	14	6	-6	-34
C=CCNC(=O)CC(=O)N/N=C/c1cccs1	1.8	10	-1	2	1.4	-0.3	nt	-7	-2	-22

(further entries)
SMILES	TcdB GH inh	DUSP3 inh	Anthrax LF inh2	3CLpro inhibitor	PfHsp40 rescue	BH1578 lux ind	SSB-PriA inh	Yp Topo-I inh	Rv3671c protease	MazF activator
Cc1ccc(-c2nc(N)sc2CC(=O)OCC(=O)NC2CCCC(C)C2C)cc1 (stereo unspecified)	1.8	14	0	-4	-0.1	-0.4	11	9	-3	6
COc1ccccc1CN(Cc1cc2cc(C)ccc2[nH]c1=O)Cc1nnnn1Cc1ccco1	nt	10	-4	-5	0.3	i	10	30	-14	1
CC1CCCCN1C(=O)CSc1nnc(-c2ccc(Cl)s2)o1 (stereo unspecified)	nt	18	-4	0	-0.5	-0.4	-9	13	2	-4
S=C(NCCSCc1ccc(Cl)c(Cl)c1)Nc1ccccc1	nt	nt	-1	-4	1.3	i	-13	1	-16	0
O=C(C=Cc1ccccc1)c1cc(Br)ccc1O	-0.8	nt	-8	nt	1.0	-1.1	-14	9	nt	-3
Cc1ccc(S(=O)(=O)CCC(=O)Nc2cc(C)on2)cc1	-1.3	nt	1	nt	nt	i	nt	10	nt	-1
O=C(COc1ccc(Cl)cc1)Nc1ccc2c(c1)CCC2	nt	10	2	5	4.3	-0.2	-7	36	-5	4
O=C(CN1C(=O)c2ccc([N+](=O)[O-])cc2C1=O)NC1CCCCCC1	2.5	nt	-2	nt	nt	i	-5	-14	7	1
CCc1cc2c(cc3c(=O)n(CC(=O)N4CCN(C)CC4)ncn32)s1	0.9	1	-3	3	-1.1	i	-12	5	1	6
Cc1ccc(NC(=O)CSCC(N)=O)cc1C	nt	4	4	5	1.6	i	4	0	-2	-5
N#Cc1ccc(Oc2ccc(C#N)c(C#N)c2)cc1C#N	2.5	nt	-9	nt	-1.4	-1.8	-3	-2	nt	1
Cc1ccc(NC(=S)NC(=O)C2CC2)c(C)c1	0.0	2	4	0	0.8	0.3	-7	2	-2	9

Compound profiles, as listed above. Values in the order: TcdB GH inh | DUSP3 inh | Anthrax LF inh2 | 3CLpro inhibitor | PfHsp40 rescue | BH1578 lux ind | SSB-PriA inh | Yp Topo-I inh | Rv3671c protease | MazF activator
CCc1cc2c(cc3c(=O)n(CC(=O)N4CCN(C)CC4)ncn32)s1 is listed with 0.9 | 1 | -3 | 3 | -1.1 | i | -12 | 5 | 1 | 6
O=C(COc1ccc(Cl)cc1)Nc1ccc2c(c1)CCC2 is listed with nt | 10 | 2 | 5 | 4.3 | -0.2 | -7 | 36 | -5 | 4
CC1CCCCN1C(=O)CSc1nnc(-c2ccc(Cl)s2)o1 (stereo unspecified) is listed with nt | 18 | -4 | 0 | -0.5 | -0.4 | -9 | 13 | 2 | -4
Cc1ccc(S(=O)(=O)CCC(=O)Nc2cc(C)on2)cc1 is listed with -1.3 | nt | 1 | nt | nt | i | nt | 10 | nt | -1
Cc1ccc(NC(=O)CSCC(N)=O)cc1C is listed with nt | 4 | 4 | 5 | 1.6 | i | 4 | 0 | -2 | -5

Other compounds follow.
SMILES	TcdB GH inh	DUSP3 inh	Anthrax LF inh2	3CLpro inhibitor	PfHsp40 rescue	BH1578 lux ind	SSB-PriA inh	Yp Topo-I inh	Rv3671c protease	MazF activator
O=C(CNC(=O)c1ccc(Br)o1)NNC(=O)c1ccccc1F	1.6	24	4	-1	-1.1	i	2	6	10	3
CCCc1cc(=O)oc2cc(C)cc(O)c12	nt	30	-2	-2	-0.3	-0.3	-12	-2	0	4
Cc1cc(/C=N/NC(=O)Cn2c3ccccc3c(=O)c3ccccc32)c(C)n1-c1ccc(Cl)cc1	0.2	8	0	-2	-0.2	-0.2	nt	23	nt	1
CN(CCO)c1cc(N2CCCCC2)c2nonc2c1[N+](=O)[O-]	2.0	22	-3	0	0.2	-0.4	0	-5	-7	-10
O=C(COC(=O)CCC(=O)c1ccc(Cl)cc1)NC1CC1	0.8	33	2	1	-0.2	-0.5	-16	-5	4	6
O=[N+]([O-])c1cc([N+](=O)[O-])c2cccnc2c1Oc1ccccc1O	0.3	18	-1	-6	0.1	-0.1	35	-4	6	9
CSc1sccc1/C=C(/C#N)C(=O)c1ccco1	1.9	89	-1	-5	0.0	i	-2	0	-16	-21
COc1cccc2cc(CC(=O)c3cc(C)ccc3C)c(=O)oc12	0.9	1	1	-4	0.0	-1.4	-4	19	0	14
Cc1cc(C)n(CC(O)COc2ccccc2)n1 (stereo unspecified)	nt	11	0	-3	-0.5	-0.3	-8	-7	0	-2
CC(=O)NC1(C(F)(F)F)NC(=O)N(C2CCCCC2)C1=O (stereo unspecified)	nt	15	-1	-4	1.0	i	-3	3	-1	3
CC1(C(=O)NS(=O)(=O)c2ccccc2Cl)CCN1C(=O)C1(c2ccccc2)CCCC1 (stereo unspecified)	0.2	nt	-4	nt	nt	-1.3	nt	11	nt	nt
CC(NC(=O)CN1C(=O)c2ccccc2C1=O)c1ccccc1 (stereo unspecified)	3.9	7	-4	1	-1.1	-0.6	5	5	-5	10
Cc1ccc(S(=O)(=O)N(C)C)cc1NC(=O)C(C)OC(=O)C1CCCCC1 (stereo unspecified)	0.6	nt	-2	nt	1.6	-7.7	-6	5	5	2
CC(=O)Nc1ccc(C(=O)CN2CCN(c3ccccc3)CC2)cc1	2.2	2	4	-6	-0.2	-0.3	-17	-11	4	4
CCOC(=O)C1=C(COC(=O)c2cc(OC)c(OC)cc2[N+](=O)[O-])NC(=O)NC1C (stereo unspecified)	1.7	nt	0	nt	0.5	1.2	7	2	-7	-4
COc1cccc(CNC2CCCC2)c1	0.6	21	1	0	0.7	-0.4	-17	0	10	-1
O=C(Cn1ccc([N+](=O)[O-])n1)N1CCCCC1	1.1	28	1	4	0.7	i	-8	-6	6	8

Assay outcomes from PubChem BioAssay.
